USP2a block = blocks human ubiquitin-specific protease USP2a. O75604. Potency, µM (highest dose often 38.3 µM), for inactives: at the highest dose activity change, negative = inhibition, usual class: inhibitors. USP2 core, Ub-CHOP2 coupled fluorogenic reporter, 485/531. hit rate 0.01% among 330,000;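 also: potency is read from the fitted curve at half-maximal effect; plate controls were DMSO wells for no effect and full inhibition by NEM control for full effect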
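Deubiquitinase activity read as fluorescence (485/531 nm) after Ub-CHOP2 cleavage activates the enterokinase reporter on its substrate; USP2 core 10nM, Ub-CHOP2 and substrate 25nM each, 30min compound preincubation then 60min RT; data normalized to NEM, curves fitted.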
TCR act = activators of T cell receptors; primary human leukocytes, anti-CD3, IL-2 HTRF, 48 h; Potency, µM (series often up to 9.22 µM), for inactives: at the highest dose activation of IL-2 secretion, hits mostly activators; 330,000 tested, under 10 active; also: % of control where 0% means no effect
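Compounds are tested in HTS on primary human leukocytes co-incubated with a-CD3 beads for 48 hr. IL-2 output is measured by time-resolved FRET.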
PTAP TSG101 blk = blocks PTAP/TSG101 interaction to inhibit HIV-1 budding. Potency, µM (doses to about 115 µM), for inactives: at the top dose activity change, negative = inhibition, hits mostly inhibitors. 340,000 tested, under 10 active. Q99816. AID 493005. Fluorescence polarization, FITC-PTAP peptide / Tsg101 binding; active = well fitted inhibition curve with a large enough effect in the main read-out, with a control signal flat, not every such curve was filed as active; inconclusive = small, poorly fitted or top-dose-only effect, or effect the other way, or a change in a side signal; inactive = no such curve, though single readings can be large or run the other way; also: potency is read from the fitted curve at half-maximal effect; % of control where 0% means no effect
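Steps: Tsg101 binding domain dispensed (10 uM final), compounds pinned in DMSO, FITC-labeled PTAP-motif peptide added (50 nM final); after 20 min binding at room temperature, polarization measured.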
Chronic BCR inh = inhibitors of chronic active B-cell receptor signaling | ABC-DLBCL IkBa-CBG/CBR reporter, luminescence ratio, 4 h | Potency, µM (highest dose often 46.1 µM), for the others: at the top dose ratio change, negative = lower green/red ratio, actives largely listed as inhibitors | hit rate 0.05% among 340,000 | AID 493014; active = well fitted inhibition curve with a large enough effect in the signal ratio, with a control signal flat, not every such curve was filed as active; inconclusive = small, poorly fitted or top-dose-only effect, or effect the other way, or a change in a side signal; the % refers to the signal ratio;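 also: potency is read from the fitted curve at half-maximal effect; plate controls were basal doxycycline-induced cells for no effect and cells given 10 µM MG132 for full effect; MG132 reads +100%, hits lower the ratio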
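Concentration-response series (up to 46 uM) were applied to TMD8 dual-reporter cells for 4 h at 37C with doxycycline. Green/red ratio, after filter-overlap correction, defined %Activity; red signal alone was normalised to basal cells and zero luminescence.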
B2AR arrestin = beta2AR (human) beta-arrestin recruitment activity. P07550. beta-arrestin recruitment to beta2AR, cell-based reporter. Potency, µM (titrated, usually from 46.1 µM), without a hit: top-dose activation, hits mostly activators. hit rate 0.02% among 330,000;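 also: potency is read from the fitted curve at half-maximal effect; 0% = DMSO controls and full agonism = EC100 isoproterenol or metaproterenol; nearly all actives have a fitted effect of over 65% in size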
Target sequence (P07550 whole entry, looked up): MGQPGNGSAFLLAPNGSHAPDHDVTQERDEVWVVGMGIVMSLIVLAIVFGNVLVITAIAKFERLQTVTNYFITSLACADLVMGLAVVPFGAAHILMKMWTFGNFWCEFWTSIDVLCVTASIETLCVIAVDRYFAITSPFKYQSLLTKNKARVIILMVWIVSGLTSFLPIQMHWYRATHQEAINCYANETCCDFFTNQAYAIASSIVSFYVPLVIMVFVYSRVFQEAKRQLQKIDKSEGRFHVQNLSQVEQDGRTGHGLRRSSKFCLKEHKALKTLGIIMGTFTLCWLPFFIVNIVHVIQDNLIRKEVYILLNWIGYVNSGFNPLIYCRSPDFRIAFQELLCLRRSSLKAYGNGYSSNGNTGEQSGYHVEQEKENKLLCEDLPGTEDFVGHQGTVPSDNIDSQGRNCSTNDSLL
Eya2 inh = blocks the phosphatase activity of human Eya2; Potency, µM (series often up to 76.9 µM), for the others: at the highest dose activity, negative = inhibition, hits mostly inhibitors; recombinant Eya2, OMFP fluorescence dephosphorylation (OMFP is methylfluorescein phosphate); AID 488837; O00167; hit rate 0.006% among 330,000; also: potency is read from the fitted curve at half-maximal effect; % is scaled to controls: 0 for no effect and ±100 for the full control effect
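Eya2 protein (added as 0.2 uM solution) was preincubated with compound for 10 min at ambient temperature in 50 mM HEPES pH 7.5, 50 mM NaCl, 5 uM MgCl2, 0.05% BSA, 1 mM DTT. OMFP (added at 50 uM) then reacted 10 min; fluorescence read at 485/525 nm.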
uPA surface inh = cell surface uPA generation inhibition; cell surface uPA generation assay, qHTS; Potency, µM (doses to about 38.3 µM), without a hit: top-dose activity change, negative = inhibition, actives largely listed as inhibitors; hit rate 0.31% among 330,000; active = well fitted inhibition curve with a large enough effect; inconclusive = small, poorly fitted or top-dose-only effect; inactive = no such curve, though single readings can be large or run the other way; tested in mouse RAW 264.7 cells; also: potency is read from the fitted curve at half-maximal effect; % is scaled to controls: 0 for no effect and ±100 for the full control effect; nearly all actives have a fitted effect of over 55% in size
TSHR antagonist = human thyrotropin receptor antagonism; P16473; TSHR-expressing cells, TSH-stimulated cAMP HTRF, 2 h; hits give low values; activity change, negative = inhibition, % at 11.5 µM; hit rate 0.2% among 330,000;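 active = activity change below a set negative limit, meaning inhibition stronger than a set level, cut at about -70% in these data; inconclusive = activity change between two set negative limits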; also: % is scaled to controls: 0 for no effect and ±100 for the full control effect
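TSHR-expressing cells were treated with compounds, then stimulated with TSH at EC80 (4nM final) for 2 hours at 37 deg C. Cellular cAMP was measured by HTRF competition between lysate cAMP and cAMP-d2 for a cryptate-labelled anti-cAMP antibody.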
Mito fusion yeast = mitochondrial division inhibition or fusion activation | S. cerevisiae fusion-defective mutant growth rescue, CellTiterGlo 48 h | Potency, µM (series often up to 46.1 µM), for the others: top-dose growth rescue (activation), usual class: activators | hit rate 0.23% among 320,000 | AID 485298;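 also: potency is read from the fitted curve at half-maximal effect; % of control where 0% means no effect; nearly all actives have a fitted effect of over 45% in size; temperature-sensitive fusion mutants such as fzo1-1 at 37 °C on non-fermentable ethanol glycerol medium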
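Yeast fusion mutant, YPEG (non-fermentable carbon), compound, 48 h at 37C non-permissive; CellTiterGlo added, 10 min RT, luminescence read. Rescued growth = division inhibition.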
Tb PFK inh = T. brucei PFK enzyme inhibition; hit rate 0.17% among 330,000; Potency, µM (highest dose often 57.5 µM), inactives show at the top dose activity, negative = inhibition, usual class: inhibitors; O15648; T. brucei PFK, ADP-Glo luminescence;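 also: potency is read from the fitted curve at half-maximal effect; 0% = uninhibited 1x PFK enzyme wells and -100% = no-enzyme wells; nearly all actives have a fitted effect of over 60% in size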
Target sequence (O15648 whole entry, looked up): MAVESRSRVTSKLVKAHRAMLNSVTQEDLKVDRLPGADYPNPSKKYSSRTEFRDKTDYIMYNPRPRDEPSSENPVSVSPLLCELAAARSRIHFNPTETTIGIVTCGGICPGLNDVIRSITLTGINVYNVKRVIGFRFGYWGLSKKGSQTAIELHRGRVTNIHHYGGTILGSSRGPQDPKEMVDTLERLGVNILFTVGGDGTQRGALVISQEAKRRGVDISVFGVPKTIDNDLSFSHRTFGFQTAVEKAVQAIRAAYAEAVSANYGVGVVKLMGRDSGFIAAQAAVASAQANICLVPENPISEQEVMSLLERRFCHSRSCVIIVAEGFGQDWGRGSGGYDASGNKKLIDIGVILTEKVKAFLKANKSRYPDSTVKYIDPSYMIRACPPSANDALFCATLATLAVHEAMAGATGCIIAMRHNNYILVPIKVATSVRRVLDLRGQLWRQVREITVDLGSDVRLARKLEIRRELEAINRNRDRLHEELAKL
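Activity is normalized to no-enzyme wells (full inhibition) and 1.25 nM enzyme wells (no inhibition). Reaction: 0.5 mM F6P, 0.1 mM ATP, 45 min RT, ADP-Glo luminescence; concentration-response curves fitted and classed by quality.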
ELG1 DNA repair = ELG1-dependent DNA repair inhibition; AID 504467; Potency, µM (highest dose often 46.1 µM), for inactives: at the highest dose activity change, negative = inhibition, most hits filed as inhibitors; HEK293T ELG1-luciferase reporter, luminescence, 16 h; DNA damage induced by 5-fluorouridine; hit rate 2.3% among 330,000; also: potency is read from the fitted curve at half-maximal effect; % is scaled to controls: 0 for no effect and ±100 for the full control effect; nearly all actives have a fitted effect of over 55% in size
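HEK293T cells expressing luciferase-tagged ELG1 (2,000/well) received 5-Fluorouridine plus compound or DMSO for 16 hr at 37 °C. Luciferase was read by ONE-Glo luminescence after 30 min at room temperature.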
* hit, by the source's call; ? = inconclusive; . = not tested or not shown; [ ] = another dose, or the depositor's remark. Unless noted, calls follow the shape of the dose curve; as a rule, active = well fitted curve in the direction sought with a large enough effect; inconclusive = small, poorly fitted or top-dose-only effect, or another doubt; inactive = no such curve, though single readings can be large; an effect the other way counts as inactive or inconclusive.

nr | SMILES | USP2a block | TCR act | PTAP TSG101 blk | Chronic BCR inh | B2AR arrestin | Eya2 inh | uPA surface inh | TSHR antagonist | Mito fusion yeast | Tb PFK inh | ELG1 DNA repair
1 | COc1ccccc1C(=O)Nc1ccccc1C(=O)N1CCCC1 | 4% | -3% | -2% | ? | -0.5% | 5% | 1% | -2 | -1% | -1% | -7%
2 | COc1ccc(C)cc1NC(=O)CSc1nc2ccccc2nc1N1CCCC1 | 0% | 4% | -1% | 1% | -0.2% | 19% | 28% | -4 | -5% | -3% | 15%
3 | COC(=O)c1cc(NC2c3ccccc3C(=O)N2CCN2CCOCC2)cc(C(=O)OC)c1 (configuration not stated) | 2% | -4% | 0% | ? | 4.0% | -7% | 8% | -5 | -1% | -1% | -1%
4 | CC(=O)Nc1ccc(Nc2nnc(-c3ccc(C)c(S(N)(=O)=O)c3)c3ccccc23)cc1 | -1% | 0% | -4% | 6% | -0.1% | 10% | -3% | 13 | 13% | 1% | -6%
5 | COc1ccc2nc3ccccc3nc2c1NC(=O)c1ccc(Br)cc1 | 15% | 5%[46.1 µM] | ? | 4% | -0.4% | 1% | -6% | 5 | 12% | -4% | ?
6 | CC1CC(C)CN(S(=O)(=O)c2ccc3c(c2)oc(=O)n3CC(=O)N(C)Cc2ccccc2)C1 (configuration not stated) | 1% | -7% | -4% | -10% | -0.1% | -6% | -9% | 13 | 0% | 2% | -3%
7 | CCC1(c2ccc(OC)cc2)NC(=O)N(CC(=O)N2CCc3ccccc32)C1=O (configuration not stated) | 0% | -56% | -1% | -2% | -0.7% | 16% | 6% | 1 | -2% | -5% | 2%
8 | Fc1ccc(/C=N/Nc2nc(-c3cccnc3)nc3ccccc23)cc1 | -2% | 2% | -2% | 17% | -0.1% | 2% | -5% | -6 | -2% | 0% | ?
9 | COc1ccc(CC2CCOC2=O)cc1 (configuration not stated) | -1% | 11% | -4% | 3% | 0.1% | 6% | 0% | -8 | 1% | -2% | 16%
10 | O=C(CN1CCN(Cc2ccc3c(c2)OCO3)CC1)Nc1cc(S(=O)(=O)N2CCCC2)ccc1Cl | 0% | 0% | 1% | -4% | 0.0% | -7% | 0% | -8 | -1% | 0% | ?
11 | O=C1C=C(Nc2ccc(Cl)cc2)CC(c2ccco2)C1 (configuration not stated) | 2% | 3%[46.1 µM] | 2% | ? | -0.1% | 6% | -9% | -12 | 0% | -5% | ?
12 | O=C(c1ccco1)N1N=C(c2ccc(Cl)cc2)CC1c1ccco1 (configuration not stated) | 1% | 8% | -7% | -1% | 0.2% | -10% | 2% | 3 | 2% | -4% | -20%
13 | CCn1ccnc1CNC(=O)C1CCC(=O)N(Cc2ccccc2F)C1 (configuration not stated) | -2% | 2% | 1% | 0% | 0.0% | 2% | 0% | 4 | 1% | -1% | 1%
14 | c1coc(-c2ccnc3nc(-n4cccc4)nn23)c1 | -5% | 9% | 0% | -15% | -0.2% | ? | -7% | -10 | 1% | 13% | -1%
15 | CCCC[C@H]1COCCS(=O)(=O)N1Cc1cccc(Cl)c1 | -7% | -4% | 2% | 14% | -1.0% | -15% | 12% | -1 | -6% | -2% | -7%
16 | COc1ccc(NC(=O)N2CCC(c3nc4ccccc4[nH]3)CC2)cc1 | -1% | 0% | -2% | ? | 0.1% | 2% | -2% | 0 | 1% | -7% | 11%

An excerpt of these results, as labelled records.
13	CCn1ccnc1CNC(=O)C1CCC(=O)N(Cc2ccccc2F)C1 (configuration not stated)
  USP2a block: -2%
  TCR act: 2%
  PTAP TSG101 blk: 1%
  Chronic BCR inh: 0%
  B2AR arrestin: 0.0%
  Eya2 inh: 2%
  uPA surface inh: 0%
  TSHR antagonist: 4
  Mito fusion yeast: 1%
  Tb PFK inh: -1%
  ELG1 DNA repair: 1%
14	c1coc(-c2ccnc3nc(-n4cccc4)nn23)c1
  USP2a block: -5%
  TCR act: 9%
  PTAP TSG101 blk: 0%
  Chronic BCR inh: -15%
  B2AR arrestin: -0.2%
  Eya2 inh: ?
  uPA surface inh: -7%
  TSHR antagonist: -10
  Mito fusion yeast: 1%
  Tb PFK inh: 13%
  ELG1 DNA repair: -1%

More compounds
nr | SMILES | USP2a block | TCR act | PTAP TSG101 blk | Chronic BCR inh | B2AR arrestin | Eya2 inh | uPA surface inh | TSHR antagonist | Mito fusion yeast | Tb PFK inh | ELG1 DNA repair
17 | CCOC(=O)c1cnc2nc(C)nn2c1N | 7% | 6% | -1% | 8% | 0.2% | 6% | 9% | 7 | -5% | -28% | -26%
18 | COc1ccc(-c2cc(C(=O)N3CCN(c4ccccn4)CC3)c3ccccc3n2)cc1 | -11% | 0% | -4% | 8% | 0.0% | -10% | . | -3 | 18% | -3% | ?
19 | Cc1ccc(/C=C(\C#N)C(=O)NCCN2CCOCC2)cc1 | 3% | -4% | 1% | 0% | 0.0% | -12% | -2% | 10 | -3% | -2% | 8%
20 | Cc1cc(/C=C2/NC(=S)NC2=O)c(C)n1-c1cccnc1 | 4% | 2% | 23% | ? | 0.1% | -4% | ? | -6 | 1% | -3% | 6%
21 | O=C(CCNC(=O)c1ccccc1)N/N=C/c1ccc([N+](=O)[O-])cc1 | 3% | -4% | -1% | ? | 0.1% | 14% | -1% | -4 | -4% | -5% | -7%
22 | CCOc1cc(N2CCOCC2)c(OCC)cc1NC(=S)NCCCOC | 2% | 6% | -3% | 0% | 0.1% | 0% | 0% | 4 | -9% | -2% | 16%
23 | CC(=O)Nc1cc(C(C)C)c(O)c(C(C)C)c1 | -1% | -4% | -12% | 4% | 0.3% | 2% | 3% | -4 | 3% | 0% | 9%
24 | CCOc1ccc(CN2CCNC(=O)C2CC(=O)OC)cc1 (configuration not stated) | 0% | 12% | -6% | -1% | 0.2% | 12% | 5% | 9 | -5% | -3% | 5%
25 | Cc1ccc(NC(=O)CN2C(=O)S/C(=C\c3ccc(OCC(=O)O)c(Br)c3)C2=O)cc1 | 1% | -8% | -10% | -1% | -1.1% | -1% | 6% | 8 | 0% | 0% | -1%
26 | O=C(COc1ccccc1O)NC1CCCC1 | 2% | 9% | -2% | 4% | -0.3% | -8% | 1% | 5 | -8% | 0% | 17%
27 | Cn1cnnc1SCC(=O)c1ccc2c(c1)OCCO2 | 3% | -1% | 0% | -2% | -0.1% | 12% | . | -2 | -1% | 1% | ?
28 | Cc1ccc(-c2nn(-c3ccccc3)cc2/C=C/C(=O)Nc2cccc(S(N)(=O)=O)c2)cc1 | 0% | 3% | 1% | ? | 0.0% | 6% | ? | -23 | 0% | -1% | ?
29 | COc1ccc(OC)c(NC(=O)C2CCCN(S(=O)(=O)c3cccc4nonc34)C2)c1 (configuration not stated) | 4% | -2% | -4% | -17% | 0.4% | 3% | 3% | -18 | 1% | 0% | ?
30 | CN(C(=O)c1cccc(NC(=O)Cc2cccc([N+](=O)[O-])c2)c1)C1CC1 | 0% | -1% | -4% | -3% | 0.0% | 0% | 11% | -9 | . | -4% | -27%
31 | O=S(=O)(c1cccs1)N1CCN(c2ccccc2F)CC1 | -1% | -2% | -2% | 3% | -0.1% | 1% | -5% | -2 | 19% | 0% | 9%
32 | CC(C)C(=O)Nc1ccc2c(c1)Cc1cc(NC(=O)C(C)C)ccc1-2 | 4% | -4% | 0% | ? | -1.1% | -25% | ? | 11 | -1% | 0% | 2%
33 | CC(C)(C)C(=O)N(Cc1nc2ccccc2c(=O)[nH]1)Cc1cccs1 | 0% | 3%[46.1 µM] | -7% | -1% | -0.2% | -3% | 0% | 4 | 8% | -2% | -5%
34 | N#CCc1ccc(NC(=O)Nc2cccc3ccccc23)cc1 | -3% | -1% | -7% | ? | 0.1% | -13% | -12% | 6 | -8% | 0% | 18%
35 | CN(CCc1ccccn1)C(=O)c1ccc(OC2CCN(Cc3ccccn3)CC2)cc1 | 1% | 6% | 0% | -3% | 0.3% | -7% | -6% | 33 | -2% | -1% | 0%
36 | Cc1cccc(N2C(=O)CC(N(O)c3ccccc3)C2=O)c1 (configuration not stated) | 0% | -3% | -4% | ? | -0.7% | -5% | 0% | 0 | 0% | 2% | ?
